High-throughput results (PubChem BioAssay)
WT yeast gro inh: growth inhibition of WT yeast, mitochondrial fusion screen. mitochondrial fusion phenotypic screen, WT strain. inhibition, % at 10 µM. 190,000 tested, 2.1% active. AID 1362; in the data active means inhibition above about 58%; tested in S. cerevisiae
Large T inhibition: SV40 large T antigen inhibitors, biochemical (AID 1903); 310,000 tested, 0.39% active; inhibition, % at 20 µM; hits with a dose series show IC50 in µM; SV40 large T antigen ATPase/helicase inhibition assay; higher % means a stronger effect; in the data active means a potency from the dose series; inconclusive means inhibition mostly from about 32% at the one dose, without a potency; inactive means the rest, 99 in 100 with inhibition below about 32%; further: strong numbers were not always called active
West Nile antiviral: inhibition of WNV-induced cytopathic effect – cell-based, CPE readout (AID 1621). 290,000 tested, 0.02% active. CPE inhibition, % at 10 µM; hits with a dose series show IC50 in µM. West Nile virus-infected cells, CPE inhibition; higher % means a stronger effect; in the data active means a potency from the dose series; inconclusive means CPE inhibition mostly from about 3.7% at the one dose, without a potency; inactive means the rest, 99 in 100 with CPE inhibition below about 2.2%; further: strong numbers were not always called active
Rac1 GTP hydrolysis: MgcRacGAP GTPase-activating activity inhibitors, confirmation, biochemical, ADP Hunter fluorescence; MgcRacGAP-stimulated Rac1 GTP hydrolysis, ADP Hunter fluorescence; higher % means a stronger effect; GST-tagged Rac1 F28L mutant substrate; inhibition, % at 30 µM; hits with a dose series show IC50 in µM; 340,000 tested, 0.6% active; AID 624330;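 active means first-screen hits whose inhibition reached a set limit at any dose in the follow-up dose series; inconclusive means inhibition above the set first-screen limit but never retested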;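 further: fluorescence reports GDP produced by GAP-driven GTP hydrolysis; strong numbers were not always called active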
bCat nuc transl: beta-catenin nuclear translocation modulation; HeLa beta-catenin nuclear translocation, immunofluorescence imaging; nuclear translocation activity, % at 5 µM; 190,000 tested, 0.3% active; AID 1665;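 active means nuclear translocation activity above 50% at 5 µM, with a well cell count of 50 or more; inconclusive means wells under 50 cells across six images, flagged as toxic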;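 further: per-cell ratio of nuclear to cytoplasmic median beta-catenin stain intensity; plate controls were DMSO negative control for no effect and GSK-3 inhibitor IX positive control for full effect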
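Test system: HeLa cells, endogenous beta-catenin; Compound: single 5 µM dose plus 0.02–20 µM confirmation series; Times: compound exposure 24 h at 37°C; Signal: fluorescence imaging of beta-catenin antibody stain plus DAPI; Read-out: % activation, nuclear-to-cytoplasmic median beta-catenin signal ratio per cell.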
RSV antiviral HEp-2: inhibition of RSV-induced cytopathic effect – HEp-2 cells, primary 10 µM value included (AID 2391). HEp-2 cells, RSV-induced CPE inhibition; higher % means a stronger effect. CPE inhibition, % at 10 µM; hits with a dose series show IC50 in µM. 310,000 tested, 0.13% active; in the data active means a potency from the dose series; inconclusive means CPE inhibition mostly from about 23% at the one dose, without a potency; inactive means the rest, 99 in 100 with CPE inhibition below about 21%; further: strong numbers were not always called active
T cell modulator: T cell immune modulators affecting CD8 T cell-vesicle binding | 2C CD8+ T cell-vesicle binding, flow cytometry; active compounds read low | calls only at 7 µM | 330,000 tested, 0.068% active | AID 2052;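 active means response, share of CD8 T cells binding vesicles, and their 90th percentile fluorescence all below set limits, cut at about 80% in these data, passing the limit was not always enough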
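Read-out – percent CD8+ FL2 mean versus row control · System – murine 2C transgenic CD8+ T lymphocytes · Times – 1.5 h cell–vesicle binding at 37 °C, then 20 min icy labelling · Control set – naked vesicles low, QL9 vesicles with vehicle high · Detection – cytometric PE anti-B7-1 and Alexa647 anti-CD8 signals after 1% paraformaldehyde fixation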
Myeloid diff 2: myeloid differentiation induction. ER-HoxA9 myeloid progenitors, lysozyme-GFP differentiation, flow cytometry. calls only at 10 µM. 360,000 tested, 1% active;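 active means normalized GFP-positive differentiation at or above the plate's own cutoff, the solvent-only control mean plus 3 SD; inconclusive means no clear call, values can overlap the other calls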;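 further: cells exposed to compound for four days before flow analysis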
PhoP inhibition: inhibitors of PhoP regulon expression, primary screen, Salmonella Typhimurium, GFP reporter (AID 1863) | 300,000 tested, 0.16% active | one-dose inhibition, % at 50 µM; IC50 in µM for titrated hits | S. Typhimurium PhoP-regulated promoter GFP reporter, 4 h; higher % means a stronger effect;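 active means inhibition over 29.93%, a cutoff 3 SD above the screen mean, later confirmed by dose response; inconclusive means inhibition over 29.93% but no dose response follow-up; inactive means inhibition at most 29.93% or unconfirmed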;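 further: 0% = low Mg2+ inducing control and 100% = high Mg2+ repressing control; strong numbers were not always called active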
WT yeast gro inh mutant strain: recorded beside WT yeast gro inh, whose call it bears; inhibition, %; mitochondrial fusion phenotypic screen, mutant strain inhibition
bCat nuc transl cell count 5 µM: further read-out of bCat nuc transl, marked with its call; cell count; measured here: cell count, cytotoxicity flag
T cell modulator vesicle-bound %: further read-out of T cell modulator, marked with its call; double positive events, %; measured here: CD8+ vesicle-bound cell fraction;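 binding gate set so that unloaded-vesicle control wells show 10% double positive cells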
Myeloid diff 2 GFP+ MAC1+ %: recorded beside Myeloid diff 2, whose call it bears; GFP+ MAC1+ double positive, %; measured here: differentiation confirmed by MAC1 staining
* marks the source's active call; other numbers are inactive results; i = inactive; ? = inconclusive; nt = no result given; + = active, no number; & = joins results of further samples.

SMILES	WT yeast gro inh	WT yeast gro inh mutant strain	Large T inhibition	West Nile antiviral	Rac1 GTP hydrolysis	bCat nuc transl	bCat nuc transl cell count 5 µM	RSV antiviral HEp-2	T cell modulator	T cell modulator vesicle-bound %	Myeloid diff 2	Myeloid diff 2 GFP+ MAC1+ %	PhoP inhibition
Cc1ccccc1NS(=O)(=O)c1ccc(OCC(=O)NCc2cccnc2)cc1	-0.7	1.8	-3.6%	-0.2%	1.0%	1.2	1152	8.5%	i	59.9	i	0.3	-2.9%
CCOC(=O)c1cc2c(nc1N)CC(C)(C)OC2	-6.4	14.0	4.8%	0.1%	3.9%	-2.9	514	0.2%	i	54.6	i	0.6	4.6%
COC(=O)[C@H](Cc1ccccc1)NC(=O)N1CC(C)OC(C)C1 (some centres undefined)	-14.5	-12.3	14.4%	-0.1%	8.5%	-3.6	986	-0.6%	i	23.5	i	1.2	-2.3%
Cc1cnc(CNC(=O)c2ccc3oc(C(C)C)nc3c2)[nH]1	nt	nt	3.5%	0.0%	-0.7%	nt	nt	1.5%	i	65.4	i	0.5	0.0%
COc1cc(NC(=O)COc2ccccc2[N+](=O)[O-])ccc1NC(=O)c1cccs1	-0.1	-21.9	-0.3%	-0.5%	4.3%	0.4	1484	nt	nt	nt	i	0.6	8.1%
CC(C)CC(=O)NC(c1ccccc1Cl)c1c(O)ccc2ccccc12 (centres undefined)	-14.2	13.4	-0.8%	-1.4%	-0.5%	1.0	958	13.3%	i	2.3	i	0.0	-1.9%
CC(C)OC(=O)c1c(NC(=O)C2CC=CCC2C(=O)O)sc2c1CCCCC2 (centres undefined)	nt	nt	16.2%	-0.1%	10.4%	nt	nt	5.1%	i	7.8	i	0.6	0.2%
CCOC(=O)C1=C(C)NC2=C(C(=O)CCC2)C1c1ccsc1 (centres undefined)	13.4	-3.0	4.8%	-0.3%	nt	1.9	1204	nt	nt	nt	nt	nt	0.9%
COc1ccc(N2CCN(CCCNC(=O)C3CCCN(S(=O)(=O)c4cnc[nH]4)C3)CC2)cc1 (centres undefined)	-15.6	-0.2	10.0%	0.5%	11.0%	0.1	1038	0.2%	i	46.3	i	1.8	-0.2%
O=C(NC(=S)N1CCN(c2ccccc2)CC1)c1ccccc1	nt	nt	14.6%	-0.1%	8.9%	nt	nt	0.2%	i	38.3	i	0.6	-5.4%
COCCN(CC(=O)Nc1cccc(C)c1C)C(=O)c1cc(-c2ccncc2)nc2ccccc12	nt	nt	nt	nt	1.7%	nt	nt	1.1%	i	41.2	i	1.1	nt
Cc1cc(N2CCCC2)nc2ccc(NC(=S)NC(C)C)cc12	20.9	6.5	1.0%	-0.5%	-21.8%	1.0	1084	-2.1%	i	31.4	i	0.3	-4.9%
COC(=O)c1cc(NC(=O)CCc2c(C)nc3ncnn3c2C)cc(C(=O)OC)c1	-12.2	2.5	17.8%	0.3%	5.6%	1.4	1396	0.3%	i	16.9	+	1.8*	-8.6%
CCOC(=O)c1sc(N)nc1-c1ccccc1	70.1	72.2	-0.7%	0.7%	4.8%	-2.4	1145	8.6%	i	51.1	i	1.7	-4.3%
CCOc1ccccc1-c1nc2c([nH]1)c(=O)n(C)c(=O)n2C	9.0	-13.4	8.5%	0.1%	6.0%	2.1	1295	4.3%	i	48.6	i	0.7	2.3%
O=C(COC(=O)c1cccc(Br)c1)Nc1ccc2[nH]c(=O)[nH]c2c1	nt	nt	10.6%	nt	10.7%	nt	nt	2.8%	i	40.1	i	1.2	-1.6%
CCOc1nc2cnccc2n(CC(=O)Nc2cccc(C)c2)c1=O	nt	nt	9.8%	-0.5%	12.2%	nt	nt	1.4%	i	55.1	i	5.4	-9.2%
Cc1cc(=O)oc2cc(OC(=O)CCN3C(=O)c4ccccc4C3=O)ccc12	-15.4	-8.4	3.4%	-0.9%	10.5%	7.4	1263	-0.9%	i	4.4	i	0.5	6.5%
O=C(COc1ccc(Cl)cc1)NCc1nnc(SCC(=O)Nc2ccccc2)o1	-1.8	0.4	15.1%	0.3%	6.4%	nt	nt	2.4%	i	46.5	i	1.4	3.5%
Cn1nc(-c2ccccc2)c(C(=O)NCC(=O)O)c1Cl	-19.6	-1.4	4.9%	1.2%	7.3%	2.9	1044	1.8%	i	43.9	i	0.6	4.1%

Following part:
SMILES	WT yeast gro inh	WT yeast gro inh mutant strain	Large T inhibition	West Nile antiviral	Rac1 GTP hydrolysis	bCat nuc transl	bCat nuc transl cell count 5 µM	RSV antiviral HEp-2	T cell modulator	T cell modulator vesicle-bound %	Myeloid diff 2	Myeloid diff 2 GFP+ MAC1+ %	PhoP inhibition
CCN1C(=O)NC2=C(C(=O)c3ccccc32)C1c1ccccc1F (centres undefined)	10.8	27.7	6.4%	0.8%	6.9%	-2.4	1136	1.9%	i	28.0	i	0.5	-11.1%
CC(=O)c1cc2c(cc1NC(=O)CSc1nc3ccc(C)cc3[nH]1)OCO2	10.5	-0.9	22.1%	-0.6%	8.0%	nt	nt	1.3%	i	19.0	i	0.0	-5.6%
Cc1ccc(S(=O)(=O)c2ncccc2N)cc1	nt	nt	-0.1%	-0.7%	6.2%	nt	nt	0.2%	i	57.4	nt	nt	-7.7%
c1ccc(-n2c(-c3cccs3)nc3nc4ccccc4nc32)cc1	-1.6	-9.6	0.7%	-0.2%	6.1%	-1.3	1140	0.3%	i	33.1	i	0.3	-18.7%
Nc1cccc2c1C(=O)N(CCOc1ccccc1F)C2=O	nt	nt	7.6%	-0.3%	1.6%	nt	nt	4.6%	i	19.4	i	1.0	-3.4%
C=CCn1c(CSc2ccc(C)cc2)n[nH]c1=S	nt	nt	7.1%	-0.4%	10.8%	nt	nt	2.4%	i	35.4	i	2.9	-4.4%
O=C(/C=C/c1cccc([N+](=O)[O-])c1)N1CCOCC1	8.5	-8.0	16.3%	0.9%	4.5%	-1.5	934	1.9%	i	33.7	i	0.5	-8.9%
COc1ccc(C(=O)CCC(=O)N2CCN(c3ccc([N+](=O)[O-])cc3)CC2)cc1	nt	nt	-0.4%	-0.9%	8.3%	nt	nt	17.5%	i	13.8	i	0.0	3.8%
CCOc1ccc(-c2cc(NC(=O)Cn3ncc4c3-c3ccccc3OC4)on2)cc1OCC	8.8	-11.0	4.2%&5.5%	1.1%	4.4%	nt	nt	2.1%	i	34.4	i	0.9	2.7%
CCOc1cc(/C=C/C(=O)c2ccc(O)cc2)ccc1OCC(=O)N(C)C	6.4	1.8	-4.8%	?	8.9%	3.9	1105	0.9%	i	46.8	i	3.0	11.8%
COc1cc(/C=C2/NC(=O)N(Cc3ccccc3F)C2=O)cc(OC)c1O	-7.5	1.1	23.7%	0.1%	26.3%	-0.7	1107	-1.9%	i	37.2	i	0.2	2.5%
c1ccc2c(c1)CC(N1CCCCC1)c1ccccc1S2 (centres undefined)	nt	nt	6.8%	nt	-6.0%	nt	nt	-0.1%	i	32.8	i	1.1	nt
N#Cc1ccc(Cl)cc1NC(=O)COC(=O)[C@H](CCC(N)=O)NC(=O)c1ccc(F)cc1	1.8	-9.6	7.0%	0.0%	-1.8%	0.9	525	0.7%	i	9.3	i	1.0	-1.8%
O=C(c1cc(Cl)ccc1[N+](=O)[O-])N1CCc2ccccc2C1	1.4	-14.8	9.4%	0.1%	4.6%	-0.8	984	0.4%	i	43.7	i	0.5	1.2%
CC(C)Cc1nc(SCC(=O)Nc2ccc(S(N)(=O)=O)cc2)n[nH]1	-10.0	-10.1	-7.3%	-0.3%	3.7%	nt	nt	2.8%	i	20.6	i	0.5	10.4%
CC1CCCCC12NC(=O)N(CC(=O)Nc1ccccc1N1CCOCC1)C2=O (centres undefined)	-11.9	-19.2	3.8%	0.0%	1.2%	0.0	889	-1.1%	i	43.4	i	0.5	0.0%
O=C(NN=C1CCCC1)c1cc(Cl)cc(Cl)c1O	nt	nt	7.9%	-0.8%	8.6%	nt	nt	3.0%	i	38.5	i	0.8	-5.9%
CC(C)OC(=O)c1ccc(N2CCN(c3ccccc3F)CC2)nc1	nt	nt	5.2%	0.1%	8.7%	nt	nt	2.7%	i	47.7	i	1.6	5.6%
Cc1cccc(OCC(=O)NNC(=O)c2ccccc2OCc2c(C)noc2C)c1	nt	nt	nt	nt	8.8%	nt	nt	1.9%	i	37.0	i	0.5	nt
CC1(C)CC(=O)c2cn3c(nc2C1)nc1ccccc13	-5.6	-13.2	2.5%	0.2%	8.1%	-4.8	1190	2.6%	i	17.5	i	0.7	0.3%
CC(CN1CCCC1)OC(=O)c1cccc(F)c1 (centres undefined)	nt	nt	0.7%	-0.8%	6.8%	nt	nt	1.2%	i	36.2	i	0.6	1.0%
O=C(CN1C(=O)NC2(CCCCCC2)C1=O)N1CCN(c2ccccc2)CC1	nt	nt	nt	nt	-0.8%	nt	nt	1.2%	i	42.4	i	0.9	nt
O=Cc1nc(-c2ccc(Cl)cc2)n2ccccc12	11.8	-5.4	3.8%	-0.3%	-3.2%	-0.4	1056	4.7%	i	35.7	i	3.1	-2.1%

No enrichment for hits. Share with any hit: about 3.6%.
